# Bioassay records: PubChem BioAssay, National Center for Advancing Translational Sciences (NCATS)
# TSHR antag – Antagonists of the Thyroid Stimulating Hormone Receptor: HTS campaign | activity change, negative = inhibition, % at 11.5 µM | TSHR-expressing cells, TSH-stimulated cAMP HTRF, 2 h; active compounds read low | 330,000 compounds, 0.2% hits | Thyrotropin receptor (Homo sapiens), P16473;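 active = activity change below a set negative limit, meaning inhibition stronger than a set level, cut at about -70% in these data; inconclusive = activity change between two set negative limits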; also: % is scaled to controls: 0 for no effect and ±100 for the full control effect
# Target sequence (P16473 whole entry, looked up): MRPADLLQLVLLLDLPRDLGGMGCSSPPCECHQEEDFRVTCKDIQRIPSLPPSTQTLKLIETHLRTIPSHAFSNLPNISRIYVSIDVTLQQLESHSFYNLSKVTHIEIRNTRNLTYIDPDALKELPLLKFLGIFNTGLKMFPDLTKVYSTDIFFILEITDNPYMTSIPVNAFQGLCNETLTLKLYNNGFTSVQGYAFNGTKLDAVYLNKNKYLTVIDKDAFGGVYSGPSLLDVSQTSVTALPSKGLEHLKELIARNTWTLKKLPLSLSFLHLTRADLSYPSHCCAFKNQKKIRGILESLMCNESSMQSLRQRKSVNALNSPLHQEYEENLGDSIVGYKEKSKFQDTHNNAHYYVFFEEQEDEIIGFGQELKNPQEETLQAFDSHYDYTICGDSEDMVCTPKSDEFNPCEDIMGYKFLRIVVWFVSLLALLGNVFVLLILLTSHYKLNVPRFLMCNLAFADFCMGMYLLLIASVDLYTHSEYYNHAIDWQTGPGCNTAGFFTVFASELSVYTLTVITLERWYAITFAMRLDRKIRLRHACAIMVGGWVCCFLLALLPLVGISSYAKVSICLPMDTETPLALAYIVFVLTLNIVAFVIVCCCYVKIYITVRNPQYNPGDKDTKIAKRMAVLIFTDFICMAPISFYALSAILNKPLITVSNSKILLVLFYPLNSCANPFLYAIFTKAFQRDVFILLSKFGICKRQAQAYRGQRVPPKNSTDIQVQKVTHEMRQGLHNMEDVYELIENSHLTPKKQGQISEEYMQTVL
#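 Inhibition of cAMP made by TSHR-expressing cells under TSH stimulation (4nM final, EC80; 2 h, 37 deg C) is quantified with a one-step lysis HTRF kit, anti-cAMP cryptate versus cAMP-d2.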
# hERG WT inh – qHTS for Inhibitors of KCHN2 3.1: Wildtype qHTS. activity change, % at 1.84 µM. 340,000 compounds, 0.37% hits. U2OS, BacMam KCNH2, thallium flux FluxOr; active compounds read low. AID 720551, 2013. Voltage-gated inwardly rectifying potassium channel KCNH2 (Homo sapiens), Q12809;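 active = maximum activity change below -70%; inconclusive = maximum activity change between -70% and -50%; inactive = maximum activity change above -50%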; also: % is scaled to controls: 0 for no effect and ±100 for the full control effect
#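 U2OS cells were transduced with wild-type KCNH2 virus (2.03 x 10^8 / mL) for 4 h at room temperature, then cultured overnight at 37 C. Thallium flux was read with FluxOr dye. Rate constants were normalized to DMSO controls.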
# Giardia killer – Small Molecules that selectively kill Giardia lamblia: qHTS; Giardia lamblia trophozoite viability; activity change, % at 7.66 µM, hits read low; 340,000 compounds, 0.15% hits; AID 540267, 2011; in the data active = activity change below about -80%; inconclusive = between about -30% and that limit;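 also: parasites exposed to compound for two days anaerobically before the ATP read; % is scaled to controls: 0 for no effect and ±100 for the full control effect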
#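 Anaerobic 48 hrs incubation at 37 deg C of 100 trophozoites/well with test compounds; ATPLite 1-Step luminescence, 15-30 min RT, reports cellular ATP as viability.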
# GALK inhibitor – qHTS Assay for Inhibitors of Human Galactokinase (GALK); Purified GALK, Kinase-Glo residual ATP luminescence; Potency, µM (highest dose often 57.5 µM), without a hit: at the highest dose activity change, negative = inhibition, actives largely listed as inhibitors; 270,000 compounds, 0.007% hits; AID 1868, 2009; also: potency is read from the fitted curve at half-maximal effect; % is scaled to controls: 0 for no effect and ±100 for the full control effect
#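 The enzyme phosphorylates galactose (100 uM) using ATP (35 uM); inhibition is detected as higher residual ATP, quantified by bioluminescence after 1 h reaction at room temperature, pH 8.0.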
# FBPA coupling cs – qHTS Assay for Inhibitors of Fructose-1,6-bisphosphate Aldolase from Giardia Lamblia: Coupling assay counterscreen. activity change, negative = inhibition, % at 58.2 µM, hits read low. 290,000 compounds, 0.67% hits. coupling enzyme system counterscreen, AmpLite Red fluorescence; in the data active = activity change below about -30%; also: % is scaled to controls: 0 for no effect and ±100 for the full control effect
#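 Fluorescence at 525 nm excitation and 598 nm emission measured inhibition of the coupled detection system without aldolase. Compounds (at 57.5 uM final) were preincubated 10 min at room temperature with coupling enzyme reagent before a 20 min substrate/AmpLite Red step.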
# CXXC DNA block – qHTS Fluorescence Polarization Assay for Inhibitors of MLL CXXC domain - DNA interaction; MLL-CXXC / FITC-HOXA9 DNA fluorescence polarization; Potency, µM (highest dose often 115 µM), inactives show top-dose activity change, negative = inhibition, hits mostly inhibitors; AID 2662, 2010; 290,000 compounds, 0.037% hits; Histone-lysine N-methyltransferase 2A (Homo sapiens), Q03164; active = well fitted inhibition curve with a large enough effect in the polarisation, with a control signal flat, not every such curve was filed as active; inconclusive = small, poorly fitted or top-dose-only effect, or effect the other way, or a change in a side signal; inactive = no such curve, though single readings can be large or run the other way; the % refers to the polarisation; also: potency is read from the fitted curve at half-maximal effect
#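 Steps: dispense CXXC domain solution (7 uM) → pin compounds or unlabeled HOX-A9 DNA control → 5 min ambient → add FLSN-HOX-A9 solution (50 nM) → spin → 30 min ambient → fluorescence polarization. Tris pH 7.5/NaCl/DTT/BSA buffer.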
# TCR activator – Activators of T cell receptors: qHTS campaign; primary human leukocytes, anti-CD3, IL-2 HTRF, 48 h; Potency, µM (series often up to 9.22 µM), for inactives: at the highest dose activation of IL-2 secretion, most hits filed as activators; 330,000 tested, under 10 active; also: % of control where 0% means no effect
#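 48 hr co-incubation of compounds, a-CD3 beads and primary human leukocytes; IL-2 quantified homogeneously by HTRF with anti-IL-2 K and d2 conjugates.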
# A-T KAP1 phos – qHTS Assay for Identifying a Potential Treatment of Ataxia-Telangiectasia; […] A-T fibroblasts, KAP-1 phosphorylation AlphaLISA; neocarzinostatin DNA damage 30 min before lysis; Potency, µM (top dose mostly 57.5 µM), for the others: at the top dose activation, actives largely listed as activators; 320,000 compounds, 0.19% hits; also: potency is read from the fitted curve at half-maximal effect; % of control where 0% means no effect; nearly all actives have a fitted effect of over 45% in size
#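 ATM-like activity read as KAP-1 phosphorylation via AlphaLISA donor/acceptor antibody pairs after lysis and 6 hr at 25C. Cells were ATM-null patient fibroblasts ([…], hTERT), dosed 60 min, then exposed to the DSB inducer NCS for 30 min.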
# Tb PFK block – qHTS Assay to Find Inhibitors of T. brucei phosphofructokinase; 330,000 compounds, 0.17% hits; AID 485367, 2010; ATP-dependent 6-phosphofructokinase (Trypanosoma brucei brucei), O15648; T. brucei PFK, ADP-Glo luminescence; Potency, µM (top dose mostly 57.5 µM), for the others: at the highest dose activity, negative = inhibition, most hits filed as inhibitors;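 also: potency is read from the fitted curve at half-maximal effect; 0% = uninhibited 1x PFK enzyme wells and -100% = no-enzyme wells; nearly all actives have a fitted effect of over 60% in size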
#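 Compounds were pin-transferred as a titration series up to 57 uM into substrate buffer (0.5 mM F6P, 0.1 mM ATP, pH 8.0), then 1.25 nM PFK was added and reactions ran 45 min before ADP-Glo detection.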
# BCR signal inh – qHTS Assay to Find Inhibitors of Chronic Active B-Cell Receptor Signaling. ABC-DLBCL IkBa-CBG/CBR reporter, luminescence ratio, 4 h. Potency, µM (series often up to 46.1 µM), for the others: at the highest dose ratio change, negative = lower green/red ratio, actives largely listed as inhibitors. 340,000 compounds, 0.05% hits. AID 493014, 2011; active = well fitted inhibition curve with a large enough effect in the signal ratio, with a control signal flat, not every such curve was filed as active; inconclusive = small, poorly fitted or top-dose-only effect, or effect the other way, or a change in a side signal; the % refers to the signal ratio;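 also: potency is read from the fitted curve at half-maximal effect; plate controls were basal doxycycline-induced cells for no effect and cells given 10 µM MG132 for full effect; MG132 reads +100%, hits lower the ratio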
#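 TMD8 ABC-DLBCL cells carrying doxycycline-inducible green luciferase fused to IkappaBalpha plus unfused red luciferase were exposed to compounds (up to 46 uM) for 4 hrs at 37C. Activity came from the overlap-corrected green/red luminescence ratio.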
# * marks the source's active call; other numbers are inactive results; i = inactive; u = inconclusive; x = no result given; [ ] = remark or other dose. Unless noted, calls follow the shape of the dose curve; as a rule, active = well fitted curve in the direction sought with a large enough effect; inconclusive = small, poorly fitted or top-dose-only effect, or another doubt; inactive = no such curve, though single readings can be large; an effect the other way counts as inactive or inconclusive.
# Every second line gives: hERG WT inh	BCR signal inh	A-T KAP1 phos	CXXC DNA block	FBPA coupling cs	GALK inhibitor	TCR activator	Tb PFK block	Giardia killer	TSHR antag
1. CN(Cc1ccccc1)S(=O)(=O)c1ccc(Cl)c(C(=O)N2CCC(C(N)=O)CC2)c1
  2	1%	7%	x	x	x	-2%[46.1 µM]	13%	4	-11
2. O=C(CN1CCc2cc3c(cc2C1)OCCCO3)Nc1c(F)cccc1F
  17	2%	0%	-4%	x	-3%	0%	-6%	29	-6
3. COc1ccc(CN(CC(=O)NC2CCCC2)C(=O)c2ccc(-c3ccccc3)[nH]2)cc1
  3	7%	-5%	-3%	2	14%	5%	0%	-21	-9
4. O=S(=O)(Nc1ncnc2sc3c(c12)CCC3)c1ccc(Cl)s1
  2	2%	-10%	-1%	9	-3%	-5%	-3%	1	-21
5. CC(NC(=O)c1ccccc1F)c1nnc(SCC(=O)NC2CCCC2)n1C (stereo not given)
  -7	-1%	24%	0%	-3	-1%	0%	-6%	u	18
6. Nc1ccc(S(=O)(=O)N2CCCC2)cc1
  3	8%	1%	6%	-3	1%	4%	1%	-17	-5
7. CC(C)NC(=O)CC(=O)N/N=C/c1cccs1
  8	17%	-3%	-2%	1	1%	-5%	11%	-1	14
8. COc1ccc(CN(C(=O)c2ccco2)c2ccccc2)cc1
  -7	-10%	4%	-7%	8	0%	-5%[46.1 µM]	0%	-2	-4
9. CCOc1ccccc1NC(=O)c1ccc2[nH]c(C)c(C)c2c1
  -4	19%	19%	-12%	-8	-4%	0%	5%	-16	26
10. CC(=O)c1ccc(NC(=O)[C@@H]2CCCN2C2=NS(=O)(=O)c3ccccc32)cc1
  1	-8%	-12%	x	x	x	1%	-4%	5	1
11. CCN(CC)c1ccc(C=Nc2ccc(C)cc2C)c(O)c1
  0	1%	2%	1%	-9	2%	5%	-9%	-1	9
12. CCOc1ccc(OCCCC(=O)Nc2cc(Cl)ccc2-n2cncn2)cc1
  7	4%	-4%	x	x	x	-20%	3%	9	-3
13. O=C(N/N=C/c1ccncc1)C1C2CCCCCCC21 (stereo not given)
  -4	-2%	-12%	3%	-1	x	-2%	3%	3	-2
14. COc1cc2oc(=O)cc(C)c2c(OC)c1OC
  1	-12%	6%	5%	3	2%	0%[46.1 µM]	-1%	20	-2
15. CCOc1ccc(N2Nc3n[nH]c(N)c3N2)cc1
  -9	u	-3%	-10%	2	-1%	-2%[46.1 µM]	-1%	-2	4
16. O=C(Nc1ccc(N2CCOCC2)cc1)c1cccc2c(Br)cccc12
  14	u	-5%	12%	1	0%	-11%	10%	-3	10
17. Cc1cccc(Nc2ccc3nonc3c2[N+](=O)[O-])c1C
  1	4%	-5%	0%	0	0%	5%	-2%	-8	-6
18. O=C(NCCCN1CCCC1)c1ccc2c(c1)N(Cc1cccc(Cl)c1)C(=O)c1ccccc1S2=O (stereo not given)
  -1	0%	1%	13%	-2	6%	-36%	-2%	7	7
19. Cc1cc(C)nc(/N=C(\N)C2=C(O)CC(C)(C)CC2=O)n1
  -4	0%	5%	4%	2	3%	-1%	4%	17	5
20. C=CCNC(=S)Nc1ccc(C)cc1[N+](=O)[O-]
  -5	-13%	-15%	-6%	2	3%	-4%	-5%	-1	8
21. CC(=O)Nc1cccc(NC(=O)C2CCCN2C(=O)Nc2ccccc2C)c1 (stereo not given)
  13	u	3%	14%	2	0%	9%	0%	14	7
22. CCO[C@@H]1OC(C(=O)NC2CC2)=C[C@H](C(C)(C)C)[C@H]1CCCO
  -4	2%	-13%	6%	0	-1%	5%	-2%	-9	21
23. NC1=NS(=O)(=O)NC1c1ccc(Cl)cc1 (stereo not given)
  -4	0%	x	1%	0	-1%	1%	5%	-7	1
24. COCC1CCCN(Cc2nc(Cc3ccccc3)no2)C1 (stereo not given)
  -1	u	-7%	-2%	1	3%	-15%	-2%	21	-1
25. CC(=O)c1ccc(N(C(=O)c2ccco2)C(C(=O)NC2CCCC2)c2cccs2)cc1 (stereo not given)
  9	0%	18%	-14%	1	0%	-2%	-18%	-8	20
26. O=S1(=O)c2ccccc2OC(COCc2ccccc2)CN1C1CC1 (stereo not given)
  19	u	6%	x	x	x	-5%[46.1 µM]	0%	28	-15
27. COc1ccc(N(CC(=O)Nc2ccc(OC)c(OC)c2)S(=O)(=O)c2ccccc2)cc1Cl
  28	-18%	3%	3%	-5	-3%	1%	0%	-17	-13
28. Cn1c(SCC(=O)Nc2nc3c(s2)CCCC3)nnc1-c1ccccc1
  -10	0%	3%	9%	1	0%	-1%	1%	7	-5
29. CCNc1nc2nc3ccc(C)cn3c(=O)c2cc1C(=O)NCC1CCCO1 (stereo not given)
  1	11%	0%	5%	-1	1%	-13%	0%	u	-6
30. Cc1ccc(N2C(=O)CC(N(CCc3ccccc3)C(=S)Nc3ccc(N(C)C)cc3)C2=O)cc1 (stereo not given)
  -2	11%	-8%	27%	0	1%	3%	-7%	5	5
31. CN1/C(=C\C(=S)Nc2ccccc2)C(C)(C)c2ccccc21
  i	-1%	-3%	4%	-7	12%	3%	10%	-17	1
32. NC(=O)c1cc[n+](Cc2ccc([N+](=O)[O-])cc2)cc1
  -4	0%	7%	-7%	2	7%	2%	1%	11	5
33. O=C(/C=C/c1cn(-c2ccccc2)nc1-c1ccc2c(c1)OCCO2)NCCCN1CCOCC1
  -3	-8%	-5%	-5%	-1	0%	-3%	-2%	-1	0
34. COc1ccc(CSc2n[nH]c(C)n2)cc1[N+](=O)[O-]
  -1	1%	-3%	-2%	2	0%	2%[46.1 µM]	4%	-14	-3
35. CCN(Cc1ccccc1)CC(O)COc1ccccc1 (stereo not given)
  14	20%	1%	2%	3	0%	8%	0%	0	10
36. Cc1cc(C(=O)Nc2nc3ccc(S(C)(=O)=O)cc3s2)c(C)o1
  -11	u	-4%	26%	0	0%	x	-11%	-13	1
37. Nc1c(N(CCO)C(=O)C2CCCCC2)c(=O)[nH]c(=O)n1Cc1ccccc1
  -3	u	4%	-6%	1	1%	-2%	0%	-13	7
38. O=C(COc1ccc2c(c1)C(=O)CC1(CCCCC1)O2)NCc1ccccc1
  -6	2%	3%	-12%	2	-4%	3%	-4%	0	-12
39. COc1ccc(-c2cc([C@H]3[C@@H]4C=CCC[C@@]4(C)C(=O)N3Cc3ccccc3)ccc2F)cc1OC
  7	u	10%	2%	0	4%	3%	3%	-9	1
40. O=C(Nc1nccs1)C(Br)C(Br)c1ccccc1 (stereo not given)
  -4	u	14%	-3%	3	x	-2%	-26%	-8	-3
41. Cc1cc2ccccc2c(=O)n1CC(=O)NCC(=O)N1CCN(c2ccccc2)CC1
  11	12%	-3%	-1%	-1	4%	11%	14%	-12	11
42. COc1cc(-c2noc(CCC(=O)NC3CCCC3)n2)cc(OC)c1OC
  7	-10%	-3%	5%	0	-2%	-20%	1%	22	2
43. CCOCCCNC(=O)COc1ccc(OC)cc1
  6	-11%	x	4%	-1	3%	-1%	-3%	-5	9
44. Oc1ccc(/C=N/NC(=S)Nc2cccnc2)c(O)c1O
  -3	9%	-10%	u	-63*	-2%	-1%	u	10	-2
45. O=C(COC(=O)CNC(=O)c1ccc(Cl)cc1Cl)Nc1cccc(S(=O)(=O)N2CCCC2)c1
  0	5%	2%	x	x	x	-5%	u	-13	9
46. O=C(NC1CCSc2ccccc21)c1ccccc1Br (stereo not given)
  9	u	8%	15%	x	0%	-1%	2%	-3	-1
47. Cc1c(C(=O)NCc2ccco2)oc2ccc(S(=O)(=O)N3CCC4(CC3)OCCO4)cc12
  -4	-3%	-7%	0%	0	3%	-6%	1%	10	-3
48. CN(Cc1ccncn1)C(=O)C1CCC(=O)N(Cc2cccc(C(F)(F)F)c2)C1 (stereo not given)
  5	-1%	2%	0%	1	6%	3%	-2%	-5	0
49. CN(C)S(=O)(=O)c1cccc(C(=O)NCC(C)(C)CNC(=O)c2cccc(S(=O)(=O)N(C)C)c2)c1
  -5	u	9%	-6%	0	14%	3%	1%	-13	-4

# Compounds were not picked by outcome; overall some 1.6% were active at least once.
